Rab2 wt GTP: modulators of GTP binding to Rab2A wildtype, primary screen, biochemical, dog, bead-based flow cytometry, multiplex; AID 760, 2007; 0.19% of 190,000 active; GTP binding activity, % at 10 µM; Ras-related protein Rab-2A (Canis lupus familiaris), P61105; GST-Rab2 wt beads, Bodipy-GTP binding;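 active = GTP binding activity at least 20 points away from 100%, either lowered or raised; inconclusive = signal likely due to the compound's own green fluorescence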;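 also: 0% = beads with excess unlabeled GTP and 100% = no-compound control corrected for plate trend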
Bcl-XL Bim block: inhibitors of Bim-Bcl-XL binding, primary screen, biochemical, multiplexed, bead flow cytometry, human Bcl-XL; Bcl-2-like protein 1 (Homo sapiens), Q07817; Bim peptide-Bcl-XL binding, fluorescence; inhibition, % at 10 µM; 0.04% of 190,000 active; AID 1007, 2008
Target sequence (Q07817 whole entry, looked up): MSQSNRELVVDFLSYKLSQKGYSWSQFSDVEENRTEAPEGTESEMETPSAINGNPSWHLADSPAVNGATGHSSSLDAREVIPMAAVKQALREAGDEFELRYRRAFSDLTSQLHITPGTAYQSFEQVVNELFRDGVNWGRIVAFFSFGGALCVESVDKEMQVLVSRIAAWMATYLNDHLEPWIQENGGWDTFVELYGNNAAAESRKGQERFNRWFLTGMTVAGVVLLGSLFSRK
Bim-Bfl-1: inhibitors of Bim binding to Bfl-1, primary screen, biochemical, multiplexed, bead-based flow cytometry | Bcl-2-related protein A1 (Homo sapiens), Q16548 | Bim-Bfl-1 binding inhibition | inhibition, % at 10 µM | 0.12% of 190,000 active | AID 1008, 2008;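 also: 0% = wells without compound plus tracer and 100% = blocker peptide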
Bim-Bcl-B: inhibitors of Bim-Bcl-B binding, primary screen, biochemical, multiplexed, human Bcl-2 family; inhibition, % at 10 µM; Bcl-2-like protein 10 (Homo sapiens), Q9HD36; 0.073% of 190,000 active; bead-based flow cytometry, Bim peptide-Bcl-B binding;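 also: 0% = tracer peptide without compound and 100% = reference inhibitor peptide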
Target sequence (Q9HD36 whole entry, looked up): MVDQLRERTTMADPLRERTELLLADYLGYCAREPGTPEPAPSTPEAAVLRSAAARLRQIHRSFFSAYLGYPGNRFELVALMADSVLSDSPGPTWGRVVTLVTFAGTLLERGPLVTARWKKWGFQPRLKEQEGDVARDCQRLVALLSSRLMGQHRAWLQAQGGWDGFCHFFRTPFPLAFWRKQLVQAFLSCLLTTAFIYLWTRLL
Rab7 wt GTP bind: modulators of GTP binding to Rab7, primary screen, biochemical, wildtype, multiplex bead flow cytometry; GTP binding activity (percent of control), % at 10 µM; GST-Rab7 beads, fluorescent GTP binding; actives lie on both sides; untreated = 100%, excess cold GTP = 0%; Rab7 GTPase wild type (dog), Bodipy-FL-GTP binding; 0.055% of 190,000 active;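 active = fluorescent GTP binding to Rab7 beads changed by at least 20 points from the 100% baseline, either direction, mostly lower; inconclusive = compound itself probably fluorescent, or too few beads counted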;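 also: median green fluorescence of bound Bodipy-FL-GTP per Rab7 bead population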
HRas wt GTP bind: modulators of GTP binding to HRas wildtype, primary screen, biochemical, bead-based flow cytometry, multiplex; GTPase HRas (Homo sapiens), P01112; GST-Ras wt beads, Bodipy-FL-GTP binding; actives lie on both sides; GTP binding activity, % at 10 µM; 0.14% of 190,000 active; AID 759, 2007;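 active = GTP binding activity at least 20% away from the 100% baseline, either lowered as inhibitor or raised as activator; inconclusive = flagged as likely green fluorescent, judged across all proteins in the well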;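 also: 0% = unlabeled GTP competition control and 100% = no-compound control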
Target sequence (P01112 whole entry, looked up): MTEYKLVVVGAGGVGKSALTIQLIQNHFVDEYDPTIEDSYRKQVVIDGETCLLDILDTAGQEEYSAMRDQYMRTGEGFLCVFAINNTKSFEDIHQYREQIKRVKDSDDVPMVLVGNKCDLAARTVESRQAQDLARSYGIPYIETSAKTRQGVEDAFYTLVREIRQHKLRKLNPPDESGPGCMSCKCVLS
Rac1 act GTP bind: GTP binding modulators of activated mutant Rac1, primary screen, biochemical, bead-based flow cytometry, multiplex, fluorescent GTP; GST-Rac1 activated beads; actives lie on both sides; 100% means binding = to untreated wells; Ras-related C3 botulinum toxin substrate 1 (Homo sapiens), P63000; AID 764, 2007; percent activity (GTP binding), % at 10 µM; 0.11% of 190,000 active;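 active = GTP binding at least 20 percentage points away from the 100% baseline, in either direction, so actives lie on both sides; inconclusive = Compound likely fluorescent itself, or too few beads counted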
Cdc42 wt GTP: modulators of GTP binding to wildtype Cdc42, primary screen, biochemical, multiplex bead flow cytometry, Bodipy-GTP | GST-Cdc42 beads; actives lie on both sides | percent activity (GTP binding), % at 10 µM | AID 761, 2007 | 0.2% of 190,000 active;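 active = percent activity GTP binding at least 20 points away from the 100% baseline, either down as inhibitor or up as activator; inconclusive = compound flagged as likely green fluorescent from well-wide comparison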;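 also: median bead fluorescence of bound Bodipy-FL-GTP at 100 nM; 0% = excess unlabeled GTP control and 100% = no compound control; below 100% means less GTP binding so inhibitor and above means activator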
Target sequence (P60953 whole entry, looked up): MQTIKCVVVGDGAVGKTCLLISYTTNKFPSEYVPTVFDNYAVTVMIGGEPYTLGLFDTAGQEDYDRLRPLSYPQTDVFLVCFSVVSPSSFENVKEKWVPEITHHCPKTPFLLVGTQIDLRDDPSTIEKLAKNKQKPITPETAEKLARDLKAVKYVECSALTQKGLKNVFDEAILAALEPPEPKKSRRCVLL
Bim-Bcl-2: inhibitors of Bim-Bcl-2 binding, primary screen, biochemical, multiplexed, human Bcl-2 family | Apoptosis regulator Bcl-2 (Homo sapiens), P10415 | Bead-based flow cytometry, Bim peptide-Bcl-2 binding | inhibition, % at 10 µM | 0.06% of 190,000 active | AID 950, 2007; in the data active = inhibition above about 40%; inconclusive = no clear call, values can overlap the other calls;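 also: 0% = no compound wells with probe peptide and 100% = reference peptide inhibitor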
Target sequence (P10415 whole entry, looked up): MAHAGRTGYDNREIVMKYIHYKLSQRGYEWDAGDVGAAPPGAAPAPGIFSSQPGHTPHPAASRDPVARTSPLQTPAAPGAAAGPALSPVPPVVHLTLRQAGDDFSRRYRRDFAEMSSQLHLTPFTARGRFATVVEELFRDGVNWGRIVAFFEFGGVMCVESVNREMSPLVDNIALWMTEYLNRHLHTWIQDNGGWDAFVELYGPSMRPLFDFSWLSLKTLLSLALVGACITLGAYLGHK
Bcl-W Bim block: inhibitors of Bim binding to Bcl-W, primary screen, biochemical, multiplexed, bead-based flow cytometry. Bim peptide-Bcl-W binding. inhibition, % at 10 µM. 0.02% of 190,000 active. AID 952, 2007;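 also: 0% = bound tracer without compound and 100% = peptide blocker; higher means less fluorescent Bim peptide bound to Bcl-W beads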
Rac1 wt GTP bind: wildtype Rac1 GTP binding modulators, primary screen, biochemical, GST-Rac1 beads, flow cytometry, multiplex; Ras-related C3 botulinum toxin substrate 1 (Homo sapiens), P63000; fluorescent GTP binding; actives lie on both sides; 0 = cold GTP competed, 100 = untreated; GTP binding activity (% of control), % at 10 µM; 0.27% of 190,000 active; AID 757, 2007;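 active = GTP binding activity at least 20 points away from the 100% control level, either lower or higher; inconclusive = compound flagged as likely green fluorescent, judged across all proteins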
* hit, by the source's call; ? = inconclusive. Rule as the data show it, unless noted: active = inhibition above about 40%.

SMILES	Rab2 wt GTP	Bcl-XL Bim block	Bim-Bfl-1	Bim-Bcl-B	Rab7 wt GTP bind	HRas wt GTP bind	Rac1 act GTP bind	Cdc42 wt GTP	Bim-Bcl-2	Bcl-W Bim block	Rac1 wt GTP bind
O=C(CN1CCOCC1)Nc1ccccc1Sc1ccc(Cl)cc1	100.0	-6.0	-14.0	-9.0	99.0	102.0	101.0	101.0	-6.0	-2.0	104.0
Cc1cc(C)cc(N(C(=O)c2cc3ccccc3oc2=O)C2C=CS(=O)(=O)C2)c1 (stereo not given)	98.0	1.0	-4.0	1.0	102.0	95.0	98.0	94.0	-2.0	0.0	98.0
O=C(N/N=C/c1cn(CCOc2ccccc2)c2ccccc12)c1ccncc1	99.0	-2.0	0.0	-3.0	97.0	100.0	95.0	101.0	0.0	-1.0	103.0
CCCCC(OC(=O)c1cc2occc2n1C)C(=O)NCC1CCCO1 (stereo not given)	96.0	-10.0	-9.0	-8.0	97.0	98.0	93.0	98.0	-5.0	3.0	97.0
CCOc1ccc(Br)cc1CSC(=N)N	98.0	-7.0	-1.0	-6.0	96.0	100.0	98.0	100.0	-3.0	0.0	104.0
COc1cc2nc(NC(=O)c3ccc(Cl)cc3)[nH]c(=O)c2cc1OC	98.0	-2.0	-1.0	-1.0	99.0	100.0	97.0	100.0	-1.0	0.0	101.0
COc1ccc(NC(=O)Cn2c(-c3ccccc3)cc(C(C)=O)c2C)c(OC)c1	98.0	-4.0	-5.0	-2.0	90.0	102.0	102.0	101.0	0.0	-3.0	101.0
COc1cc2nc(CSc3ncn[nH]3)[nH]c(=O)c2cc1OC	98.0	0.0	-4.0	0.0	101.0	99.0	94.0	95.0	3.0	0.0	94.0
Cc1ccc(/C=C/c2ccc(=O)n(Cc3ccc(F)cc3)n2)cc1	95.0	0.0	-2.0	-1.0	94.0	95.0	88.0	91.0	0.0	-1.0	95.0
Cc1ccc(Cl)cc1N1CCN(C(=O)CCS(=O)(=O)c2cccc3nonc23)CC1	97.0	-2.0	1.0	3.0	99.0	100.0	99.0	103.0	3.0	-4.0	103.0
O=C(NCc1nnc(SCC(=O)N2CCOCC2)o1)c1ccccc1F	96.0	-4.0	-12.0	-9.0	97.0	96.0	97.0	97.0	-6.0	-2.0	102.0
O=C(NCCN1CCOCC1)c1cc2ccccc2[nH]1	98.0	-9.0	-27.0	-7.0	100.0	101.0	97.0	98.0	-9.0	-3.0	99.0
CCC(C)N1CC23C=CC(O2)C(C(=O)OC)C3C1=O (stereo not given)	101.0	-4.0	-4.0	-6.0	99.0	98.0	97.0	99.0	-4.0	-3.0	101.0
CSc1ccccc1NC(=O)Cc1ccc(Br)cc1	99.0	-4.0	0.0	-5.0	97.0	100.0	99.0	103.0	1.0	-2.0	107.0
O=C(Nc1ccc(F)cc1)c1cccc(N2C(=O)C3C4CCC(C4)C3C2=O)c1 (stereo not given)	101.0	-4.0	0.0	-2.0	99.0	101.0	98.0	97.0	-2.0	-3.0	101.0
CCc1ccccc1OCCOc1ccc(C)cc1OC	98.0	-2.0	-3.0	-2.0	100.0	99.0	97.0	98.0	0.0	-3.0	99.0
Cc1ccnc(NC(=S)NC(=O)c2ccco2)c1	97.0	-7.0	-8.0	0.0	99.0	101.0	95.0	99.0	-3.0	0.0	100.0
Cc1ccc(-c2ccc(CCC(=O)O)n2-c2cccc(O)c2)cc1	95.0	0.0	-2.0	0.0	94.0	98.0	96.0	97.0	-1.0	3.0	96.0
CCOc1ccccc1CNC(=O)CCNC(=O)Cn1ccc2ccccc2c1=O	98.0	-8.0	-12.0	-4.0	98.0	100.0	98.0	100.0	-9.0	2.0	104.0
COc1ccc(NC(=O)CSc2nnc(COc3ccccc3)n2Cc2ccco2)cc1OC	101.0	-3.0	-10.0	-10.0	105.0	101.0	100.0	99.0	-7.0	2.0	101.0
CCCCn1c(NCCC)nc2c1c(=O)[nH]c(=O)n2C	103.0	0.0	-13.0	-9.0	101.0	102.0	101.0	103.0	-8.0	-4.0	104.0
CC(C)COc1ccc(C(=O)CCN2CCCCC2)cc1	102.0	-2.0	-8.0	-6.0	103.0	101.0	100.0	99.0	-4.0	1.0	106.0
O=C(Nc1cccc([N+](=O)[O-])c1)Nc1ccc2c(c1)OCCO2	96.0	0.0	-5.0	-5.0	94.0	96.0	94.0	96.0	-2.0	-2.0	98.0
O=C(CSc1nnc(-c2ccc(OC(F)F)cc2)o1)NC(=O)NCc1ccco1	99.0	-7.0	-18.0	-5.0	97.0	100.0	97.0	102.0	-5.0	-4.0	106.0
CCCCC(=O)Oc1cc(C)[nH]c(=O)c1[N+](=O)[O-]	104.0	0.0	-5.0	-2.0	105.0	100.0	100.0	102.0	-3.0	1.0	103.0
O=C1CC(c2ccccc2)n2ncnc2N1 (stereo not given)	98.0	-5.0	-10.0	-7.0	102.0	99.0	96.0	95.0	-5.0	0.0	104.0
COC(C)(C)[C@]12CC(O)(C(C)C)ON1[C@H]1CCCCC1N2O (stereo not given in full)	99.0	0.0	-12.0	-9.0	96.0	99.0	98.0	102.0	-10.0	0.0	97.0
Cc1ccc(CN2C(=O)c3ccccc3C2C(=O)NCC2CCCO2)cc1 (stereo not given)	101.0	0.0	-5.0	-3.0	97.0	101.0	99.0	102.0	-5.0	0.0	108.0
COc1cccc(C2CC(c3cccs3)=NN2C(=O)CSc2nc3ccccc3s2)c1OC (stereo not given)	95.0	-4.0	-4.0	-7.0	99.0	97.0	96.0	99.0	-6.0	-1.0	101.0
CCCCNC(=S)N/N=C/c1ccccc1F	95.0	-5.0	0.0	-9.0	99.0	97.0	97.0	95.0	-1.0	-4.0	99.0

Single records (already shown). Values in the order: Rab2 wt GTP | Bcl-XL Bim block | Bim-Bfl-1 | Bim-Bcl-B | Rab7 wt GTP bind | HRas wt GTP bind | Rac1 act GTP bind | Cdc42 wt GTP | Bim-Bcl-2 | Bcl-W Bim block | Rac1 wt GTP bind
Shown for CCc1ccccc1OCCOc1ccc(C)cc1OC : 98.0 | -2.0 | -3.0 | -2.0 | 100.0 | 99.0 | 97.0 | 98.0 | 0.0 | -3.0 | 99.0
Shown for CCOc1ccccc1CNC(=O)CCNC(=O)Cn1ccc2ccccc2c1=O : 98.0 | -8.0 | -12.0 | -4.0 | 98.0 | 100.0 | 98.0 | 100.0 | -9.0 | 2.0 | 104.0

(list continues)
SMILES	Rab2 wt GTP	Bcl-XL Bim block	Bim-Bfl-1	Bim-Bcl-B	Rab7 wt GTP bind	HRas wt GTP bind	Rac1 act GTP bind	Cdc42 wt GTP	Bim-Bcl-2	Bcl-W Bim block	Rac1 wt GTP bind
CC(=O)OCC1(C)CN(c2ccccc2)NC1=O (stereo not given)	97.0	-2.0	-1.0	-8.0	98.0	95.0	95.0	96.0	-1.0	3.0	99.0
CCn1cc(S(=O)(=O)CC(=O)Nc2ccc3c(c2)OCCO3)c2ccccc21	104.0	-3.0	-7.0	-6.0	104.0	103.0	103.0	104.0	-5.0	4.0	111.0
COc1ccccc1CNC(=O)CSc1nc2ccccc2c(=O)n1CCCN1CCOCC1	98.0	-2.0	-3.0	0.0	102.0	97.0	98.0	98.0	-3.0	-2.0	97.0
Cc1c(NC2=C(Cl)C(=O)N(c3ccccc3)C2=O)c(=O)n(-c2ccccc2)n1C	107.0	-2.0	32.0	-35.0	107.0	109.0	102.0	109.0	-1.0	0.0	107.0
O=C(NC(=S)NCc1ccccc1)c1ccc2c(c1)OCO2	98.0	-1.0	5.0	4.0	93.0	99.0	98.0	104.0	4.0	1.0	103.0
Cc1cc(NS(=O)(=O)c2ccc(NC(=O)COc3ccc(Cl)cc3)cc2)no1	98.0	0.0	-14.0	-9.0	94.0	97.0	97.0	99.0	-10.0	-1.0	97.0
O=C(CN(C1CCCCC1)S(=O)(=O)c1ccc(Cl)cc1)NCCCO	101.0	-6.0	-26.0	-8.0	97.0	101.0	100.0	103.0	-6.0	-2.0	107.0
O=C(Cc1cccc2ccccc12)OCn1nnc2ccccc2c1=O	100.0	-2.0	-1.0	0.0	99.0	99.0	101.0	99.0	3.0	0.0	106.0
Cc1cc2nc(-c3ccc(SCC(=O)N4CCc5ccccc54)nc3)[nH]c2cc1C	98.0	0.0	-1.0	2.0	95.0	97.0	97.0	98.0	0.0	0.0	96.0
CCOc1ccc(-n2c(=O)c3c4c(sc3n(CC(=O)NCc3ccco3)c2=O)CCC4)cc1	97.0	3.0	-9.0	-7.0	96.0	97.0	96.0	96.0	-6.0	-1.0	97.0
COc1ccc(-c2cc(=O)c3cc(OC)ccc3[nH]2)cc1	?	-3.0	0.0	-1.0	?	?	?	?	0.0	0.0	?
CCOC(=O)CNC(=O)C(CC(C)C)NC(=O)C1CCCCC1 (stereo not given)	102.0	-2.0	-11.0	-2.0	100.0	102.0	101.0	105.0	-6.0	0.0	103.0
CCc1ccc(S(=O)(=O)NCc2csc(-c3cccnc3)n2)s1	102.0	-1.0	2.0	0.0	99.0	100.0	99.0	100.0	2.0	0.0	102.0
O=C(/C=C/c1ccc(Cl)c([N+](=O)[O-])c1)Nc1cccc(NC(=O)c2ccco2)c1	100.0	-8.0	-1.0	-10.0	96.0	100.0	100.0	97.0	-9.0	-1.0	101.0
CC(C)[C@H](Nc1nc(-c2ccccc2)nc2c1oc1ccccc12)C(=O)O	97.0	-1.0	0.0	0.0	97.0	100.0	96.0	100.0	-1.0	0.0	98.0
CCOc1ccc2c(C)c(C(=O)O)oc2c1OCC	102.0	0.0	0.0	2.0	103.0	103.0	99.0	100.0	3.0	-3.0	101.0
Cc1ccc(-c2nnc(Nc3ccc4c(c3)OCO4)c3ccccc23)cc1S(=O)(=O)NCCO	101.0	5.0	17.0	-11.0	105.0	102.0	103.0	101.0	15.0	3.0	113.0
Cc1ccc(CSc2nnc(SCC(=O)N/N=C/C=C/c3ccccc3[N+](=O)[O-])s2)cc1	99.0	-6.0	-9.0	-10.0	102.0	100.0	98.0	102.0	-6.0	-3.0	103.0
Cc1ccc(CNC(=O)Nc2ccccc2)cc1	102.0	-6.0	-11.0	-8.0	102.0	102.0	101.0	105.0	-12.0	-1.0	103.0
CC(C)(C)C(=O)Nc1ccccc1N1CCN(C(=O)c2ccc(Cl)cc2)CC1	100.0	-5.0	-13.0	-9.0	100.0	99.0	96.0	98.0	-10.0	0.0	100.0

High-throughput results: PubChem, NMMLSC
